High-throughput results from PubChem BioAssay.
Casp7 inh: caspase-7 (human) inhibition, allosteric or competitive. hit rate 0.02% among 75,000. recombinant caspase-7, Ac-DEVD-AFC fluorescence rate. P55210. AID 889. Potency, µM (titrated, usually from 57.5 µM), for the others: top-dose activity change, negative = inhibition, usual class: inhibitors; active = well fitted inhibition curve with a large enough effect in the main read-out, with a control signal flat, not every such curve was filed as active; inconclusive = small, poorly fitted or top-dose-only effect, or a change in a side signal; also: potency is read from the fitted curve at half-maximal effect; % of control where 0% means no effect
Target sequence (P55210 24-198 limits assumed): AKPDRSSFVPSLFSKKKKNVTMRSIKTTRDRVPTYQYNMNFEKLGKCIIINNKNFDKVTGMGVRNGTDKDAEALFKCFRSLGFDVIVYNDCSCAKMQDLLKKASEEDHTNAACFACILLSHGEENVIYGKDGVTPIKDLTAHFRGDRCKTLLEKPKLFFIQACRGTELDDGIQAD
Target sequence (P55210 207-303 limits assumed): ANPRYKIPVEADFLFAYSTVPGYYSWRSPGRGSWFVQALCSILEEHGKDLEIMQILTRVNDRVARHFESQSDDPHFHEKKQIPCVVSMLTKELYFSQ
ERK AVP block: vasopressin-driven ERK pathway inhibition; HEK293-V1b, vasopressin-stimulated pERK AlphaScreen; Potency, µM (series often up to 57.5 µM), for the others: top-dose activity, negative = inhibition, actives largely listed as inhibitors; hit rate 0.99% among 72,000; also: potency is read from the fitted curve at half-maximal effect; % is scaled to controls: 0 for no effect and ±100 for the full control effect; nearly all actives have a fitted effect of over 55% in size
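V1b-HEK293 cells; cpd 30 min 37C; 25 nM vasopressin 5 min; lyse 10 min; AlphaScreen beads 5 hr RT. Normalized to DMSO basal and 25 nM vasopressin; AC50 by Hill fit.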
HEK293 cAMP ctrl: counter-screen for TSHR agonists: cAMP increase in parental HEK293 | hit rate 2.5% among 73,000 | Potency, µM (top dose mostly 57.1 µM), for the others: at the highest dose activation, actives largely listed as activators | parental HEK293 CNG cAMP sensor, membrane potential fluorescence; also: potency is read from the fitted curve at half-maximal effect; % of control where 0% means no effect; nearly all actives have a fitted effect of over 55% in size
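Counterscreen for endogenous-receptor signalling: CNG-channel HEK 293 cells report cAMP rise by membrane depolarization. After 60 min dye equilibration with 100 uM RO 20-1724, compounds incubated 30 min before bottom-read fluorescence at 590 nm.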
BRCT inh red: inhibitors of human BRCA1 BRCT-phosphoprotein interaction (red fluorophore) | P38398 | BRCT-phosphopeptide binding, red fluorescence polarization | Potency, µM (doses to about 76.9 µM), for inactives: top-dose activity change, negative = inhibition, most hits filed as inhibitors | hit rate 0.03% among 75,000 | AID 892; also: % is scaled to controls: 0 for no effect and ±100 for the full control effect
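Fluorescence polarization: 100 nM His-tagged BRCA1 BRCT with 100 nM TAMRA-labelled phospho-BACH1 decapeptide, phosphate buffer pH 7.3 with 150 mM NaCl, DTT, 0.01% Tween 20; 12 min RT. Binding inhibition seen as FP decrease.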
USP2a inhib: blocks human ubiquitin-specific protease USP2a; USP2a enzymatic assay, qHTS inhibition; Potency, µM (series often up to 38.3 µM), inactives show at the top dose activity change, negative = inhibition, most hits filed as inhibitors; hit rate 0.1% among 60,000;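 also: potency is read from the fitted curve at half-maximal effect; nearly all actives have a fitted effect of over 60% in size; plate controls were DMSO for no effect and NEM full inhibition control for full effect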
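20 nM USP2 core + cpd, 30 min RT; add 20 nM Ub-PLA2/20 uM NBD C6-HPC; read Ex460/Em535 at 0 h and 2.5 h. Normalized to NEM; qHTS curve fit/classification.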
Tau fil binding: binders of human tau filaments. P10636. recombinant tau filaments, thioflavin S fluorescence, 15 h; filaments grown with octadecylsulfate alongside compound. Potency, µM (series often up to 57.1 µM), for inactives: top-dose activity change, negative = inhibition. hit rate 2% among 71,000. AID 596;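 also: potency is read from the fitted curve at half-maximal effect; % is scaled to controls: 0 for no effect and ±100 for the full control effect; actives lower thioflavin S fluorescence by blocking filaments or displacing dye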
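His-tagged recombinant human tau (exons 2, 3, 10; 1 uM final) fibrillized with 30 uM sodium octadecylsulfate, 15 h at 37 C, in pH 7.4 HEPES buffer with 10 uM thioflavine S and 5 mM DTT. Reduced ThS fluorescence (450/510 nm) marks activity.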
FLuc inh: firefly luciferase inhibition. hit rate 2.2% among 72,000. purified firefly luciferase, luminescence, 8 min. Potency, µM (top dose mostly 57.1 µM), for the others: at the top dose activity change, negative = inhibition, actives largely listed as inhibitors. AID 411. P08659; also: potency is read from the fitted curve at half-maximal effect; % is scaled to controls: 0 for no effect and ±100 for the full control effect; nearly all actives have a fitted effect of over 40% in size
Target sequence (P08659 whole entry, looked up): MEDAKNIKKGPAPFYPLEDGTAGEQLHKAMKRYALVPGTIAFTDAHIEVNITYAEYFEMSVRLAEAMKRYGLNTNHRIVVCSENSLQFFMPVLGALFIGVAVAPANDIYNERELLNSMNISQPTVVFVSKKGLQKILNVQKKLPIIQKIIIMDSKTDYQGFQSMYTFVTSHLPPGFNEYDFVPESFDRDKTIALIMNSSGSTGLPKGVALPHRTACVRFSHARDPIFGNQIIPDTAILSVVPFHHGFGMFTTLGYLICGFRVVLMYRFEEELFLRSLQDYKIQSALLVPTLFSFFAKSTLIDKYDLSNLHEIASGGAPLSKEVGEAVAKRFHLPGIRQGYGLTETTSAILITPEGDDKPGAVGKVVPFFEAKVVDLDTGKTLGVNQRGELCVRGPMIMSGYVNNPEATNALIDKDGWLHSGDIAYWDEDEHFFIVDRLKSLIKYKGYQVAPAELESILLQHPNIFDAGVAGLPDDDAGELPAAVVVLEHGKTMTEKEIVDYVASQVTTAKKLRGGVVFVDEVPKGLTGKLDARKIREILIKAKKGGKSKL
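Luminescence read-out after 8 min at room temperature; enzyme reaction used luciferin plus 10 uM ATP (linear range) in imidazole buffer pH 7.2 with KCl, MgCl2, Tween 20 and BSA. Each sample was run as a titration.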
BRCT inh green: blocks human BRCA1 BRCT binding to phosphopeptide, green readout | P38398 | BRCA1 BRCT-phosphopeptide binding, green fluorescence polarization | Potency, µM (titrated, usually from 76.9 µM), without a hit: at the highest dose activity change, negative = inhibition, most hits filed as inhibitors | hit rate 0.05% among 75,000 | AID 875;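 also: potency is read from the fitted curve at half-maximal effect; plate controls were peptide without protein for full effect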
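Fluorescence polarization: His-tagged BRCT (~35 kDa BRCA1 C-terminus, 250 nM) bound to 100 nM fluorescein-labeled phosphorylated 10-aa BACH1 peptide, pH 7.3 phosphate buffer with DTT and Tween 20. Compounds incubated 12 min at room temperature; inhibition read as lowered polarization.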
A350 autofl: compound fluoresces in the Alexa 350 spectral region; max dye-equivalent concentration, M; Compound autofluorescence, 340/450 nm, Alexa 350 dye-equivalents; hits give high values; hit rate 11% among 59,000; in the data active = max dye-equivalent concentration above about 10 nM; inconclusive = mostly about 1.1 nM to 9.6 nM
Caspase-1 inhib: allosteric or competitive inhibitors of human caspase-1 | P29466 | Caspase-1 enzyme, Ac-WEHD-AFC fluorogenic rate | Potency, µM (top dose mostly 57.5 µM), for the others: at the highest dose activity change, negative = inhibition, most hits filed as inhibitors | hit rate 0.03% among 75,000 | AID 900;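 also: potency is read from the fitted curve at half-maximal effect; plate controls were vehicle for no effect and no substrate for full effect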
CRE Fsk mod: CRE-bla signaling modulation under forskolin stimulation; CHO CRE-bla reporter (cAMP response element driving beta-lactamase), forskolin EC10, beta-lactamase ratio; Potency, µM (titrated, usually from 38.2 µM), without a hit: top-dose activity change, negative = inhibition, hits mostly activators; hit rate 2.5% among 71,000; active = well fitted activation curve with a large enough effect in the signal ratio, with a control signal flat, not every such curve was filed as active; inconclusive = small, poorly fitted or top-dose-only effect, or effect the other way, or a change in a side signal; the % refers to the signal ratio; also: potency is read from the fitted curve at half-maximal effect; % of control where 0% means no effect
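AC50 values, positive or negative, reflect shifts in EC10 NKH 477-induced CRE-bla reporter activity in CHO cells. Incubation lasted 3 h at 37 °C before CCF4 substrate (2 h, room temperature) and ratiometric 460/530 nm reading.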
Numbers without * were called inactive; i = inactive; ? = inconclusive; nt = no result given; & = joins results of further samples; [ ] = dose if it differs, or a comment. Unless noted, calls follow the shape of the dose curve; as a rule, active = well fitted curve in the direction sought with a large enough effect; inconclusive = small, poorly fitted or top-dose-only effect, or another doubt; inactive = no such curve, though single readings can be large; an effect the other way counts as inactive or inconclusive. Hits appear at their usual frequency; 16% or so of the library scored in one or more.

SMILES	Casp7 inh	ERK AVP block	HEK293 cAMP ctrl	BRCT inh red	USP2a inhib	Tau fil binding	FLuc inh	BRCT inh green	A350 autofl	Caspase-1 inhib	CRE Fsk mod
CC(=O)c1c(C)[nH]c(C(=O)OCC(=O)Nc2cc(C(F)(F)F)ccc2N2CCOCC2)c1C	-2%	22%	10%	-1.7%	22%	1%	2%	-2.1%	i	-1%	?
COc1cc(-c2nnc(-c3cccs3)o2)cc(OC)c1OC	2%	-25%	8%	-1.5%	nt	-1%	-3%	2.6%	?	-2%	2.5µM*
COc1ccccc1N(CC(=O)Nc1ccc2c(c1)OCCO2)S(C)(=O)=O	-1%	-15%	-1%	-0.1%	5%	-3%	2%	-0.5%	i	-2%	2%
CCNC(=O)c1sc(-c2ccccc2)nc1C	-1%	-3%	14%	-3.1%	-7%	14%	-5%	-1.4%	i	1%	12%
CCCCn1c(SCC(=O)c2ccc(OC)cc2OC)nc2cc(S(N)(=O)=O)ccc21	-10%	9%	24%	-1.9%	52%[activator]	8%	3%	5.6%	?	-8%	?
CCOC(=O)C1CCCN(c2nc3ccccc3nc2C(C#N)C(=O)NCc2ccccc2)C1 (stereo unspecified)	-19%	10%	5%	-1.1%	27%	-7%	0%	-0.3%	?	-18%	-3%
O=C(CN1CCC(n2nnc3cc(F)ccc32)CC1)NC1CCCCC1	0%	-12%	?	-1.3%	10%	-10%	-1%	-0.3%	i	-6%	?
CC1CCc2c(sc3ncnc(SCC(=O)N4CCN(C(=O)c5ccco5)CC4)c23)C1 (stereo unspecified)	-1%	-2%	6%	0.0%	1%	12%	1%	1.7%	i	1%	?
COc1ccc(C(=O)c2oc3ccc(Br)cc3c2NC(C)=O)cc1	-12%	-6%	8%	2.4%	nt	412%	0%	-0.9%	nt	-5%	14%
COc1ccc2oc(C)c(NC(C)=O)c2c1	-3%	-22%	6%	-0.3%	3%	-1%	6%	-1.9%	?	-2%	-3%
CCOC(=O)c1oc2ccccc2c1NC(=O)C1CCCCC1	-1%	-21%	16µM*	1.2%	10%	2%	0%	0.2%	?	-1%	?
Cc1ccc(C)c(N2CCN(C(=O)C3CCN(S(=O)(=O)c4c(C)noc4C)CC3)CC2)c1	-1%	20%	24%	-2.4%	38%[activator]	-13%	0%	-0.7%	i	-1%	-19%
COCCNC(=O)c1ccccc1NC(=O)COc1ccccc1	-2%	-14%	0%	-0.6%	13%	-1%	0%	-1.9%	?	2%	6%
O=C(OCn1nnc2ccccc2c1=O)c1ccc2ccccc2n1	1%	17%	12%	2.5%	0%	1%	0%	-4.8%	i	0%	-12%
O=C(Nc1ccc2oc(=O)ccc2c1)c1cccnc1	0%	-8%	10%	-2.5%	-7%	-14%	2%	-1.2%	1.4e-08M*	0%	5%
O=C1C[C@@H](O)[C@@H](O)[C@H]2[C@@H]3C(=O)N(Cc4ccc5c(c4)OCO5)C(=O)[C@@H]3CC[C@H]12	0%&2%[11.5 µM]	5%&17%[11.5 µM]	-2%&0%[11.4 µM]	0.8%&-0.7%[15.4 µM]	nt	nt	-1%&2%[11.4 µM]	-0.1%&-0.9%[15.4 µM]	nt	1%&2%[11.5 µM]	nt
Cc1onc(-c2ccccc2Cl)c1C(=O)Nc1ccc(OCC(=O)N2CCOCC2)cc1	-1%	-22%	4µM*	0.7%	9%[7.66 µM]	2%[11.4 µM]	-2%	-0.4%	nt	-3%	?
CCn1cnc2cc(NCc3nc4ccccc4n3C)ccc21	1%	-30%	-3%	-0.7%	-3%	7%	13µM*	-1.1%	i	-1%	28%
COC(=O)CCN(C(=O)c1ccc2c(c1)OCO2)c1ccccn1	-2%	12%	8%	-1.2%	-12%	-4%	0%	-1.2%	i	0%	-6%
CCOc1c(Br)cc(C2NS(=O)(=O)N=C3CCCCCN32)cc1OC (stereo unspecified)	0%	-11%	3%	-0.7%	-13%	4%	0%	1.6%	i	1%	-5%
Cn1c(=O)[nH]c(=O)c2c1nc(Sc1nc3ccccc3s1)n2Cc1ccccc1	-4%	?	15%	-3.1%	33%[activator]	24%	0%	1.2%	i	-4%	?
CCOc1ccccc1Nc1nc2ccccc2n2cnnc12	-1%	-6%	1%	-1.4%	nt	40%	-1%	-3.2%	nt	1%	?
COc1ccc(NC(=O)N2CCN(c3cccc(C(F)(F)F)c3)CC2)cc1	0%	-10%	12%	0.3%	-4%	10%	1%	-3.7%	i	3%	-15%
CCOc1ccccc1N1CSC2=C(C#N)C(c3c(OC)ccc4ccccc34)CC(=O)N2C1 (stereo unspecified)	-10%	-15%	-1%[11.4 µM]	0.6%	nt	25µM*	?	-1.9%	nt	-4%	?
CCCNS(=O)(=O)c1ccc(OCC(=O)N2CCC(C(=O)OCC)CC2)cc1	1%	-4%	1%	0.2%	6%	0%	2%	-2.4%	?	-1%	0%
Further results
SMILES	Casp7 inh	ERK AVP block	HEK293 cAMP ctrl	BRCT inh red	USP2a inhib	Tau fil binding	FLuc inh	BRCT inh green	A350 autofl	Caspase-1 inhib	CRE Fsk mod
CCCn1c(SCC(=O)c2cc(OC)ccc2OC)nnc1-c1ccco1	0%	-13%	?	0.8%	14%	5%	1%	1.3%	i	-3%	?
Cn1nnnc1SCC(=O)N1c2ccccc2CCc2ccccc21	-1%	-29%	11%	0.3%	-3%	1%	2%	-0.3%	i	1%	-10%
CC(=O)N1CCC(N2CCN(c3ccccc3F)CC2)CC1	0%	9%	4%	1.8%	-8%	-2%	-1%	-2.3%	nt	-2%	-2%
CCOC(=O)N1CCC(NC(=O)C2CCCN(C(=O)c3cc4sccc4n3C)C2)CC1 (stereo unspecified)	-6%	-22%	8%	0.1%	nt	3%	0%	0.1%	nt	2%	0%
CN1/C(=C\C(=O)Nc2cccnc2)c2ccccc2CC1(C)C	0%	7%	3%	-2.0%	-5%	-27%	7%	1.0%	?	-4%	0%
OC1CCN(Cc2cccc(Oc3ccccc3)c2)CC1	0%	-19%	22%[11.4 µM]	-1.1%	7%[7.66 µM]	-29%[11.4 µM]	-4%	-1.4%	nt	0%	?

Full records, quoted from the list:
Record of CCCn1c(SCC(=O)c2cc(OC)ccc2OC)nnc1-c1ccco1 = Casp7 inh: 0%; ERK AVP block: -13%; HEK293 cAMP ctrl: ?; BRCT inh red: 0.8%; USP2a inhib: 14%; Tau fil binding: 5%; FLuc inh: 1%; BRCT inh green: 1.3%; A350 autofl: i; Caspase-1 inhib: -3%; CRE Fsk mod: ?
Record of CC(=O)N1CCC(N2CCN(c3ccccc3F)CC2)CC1 = Casp7 inh: 0%; ERK AVP block: 9%; HEK293 cAMP ctrl: 4%; BRCT inh red: 1.8%; USP2a inhib: -8%; Tau fil binding: -2%; FLuc inh: -1%; BRCT inh green: -2.3%; A350 autofl: nt; Caspase-1 inhib: -2%; CRE Fsk mod: -2%
Record of CN1/C(=C\C(=O)Nc2cccnc2)c2ccccc2CC1(C)C = Casp7 inh: 0%; ERK AVP block: 7%; HEK293 cAMP ctrl: 3%; BRCT inh red: -2.0%; USP2a inhib: -5%; Tau fil binding: -27%; FLuc inh: 7%; BRCT inh green: 1.0%; A350 autofl: ?; Caspase-1 inhib: -4%; CRE Fsk mod: 0%
